# ssDAF12 agonist = S. stercoralis DAF-12 nuclear receptor activators, primary screen, cell-based, luminescence, HEK293, GRIP1 co-expression, lit1-tk-luc; Nuclear hormone receptor DAF-12 (Strongyloides stercoralis); HEK293 ssDAF-12/GRIP1 lit1-tk-luc reporter; % of 3 µM dafachronic acid response; activation, % at 6.8 µM; 370,000 compounds, 1% hits; AID 652126, 2013;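 active = activation above the mean over all tested compounds plus 3 SD, cut at about 0.9% in these data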;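 note: 0% = DMSO-only wells and 100% = 3 µM delta7-dafachronic acid wells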
# DAX1 inh-1 = DAX1 (NR0B1) inhibitors, primary screen, cell-based, HEK293, Gal4-DAX1, luciferase luminescence | Nuclear receptor subfamily 0 group B member 1 (Homo sapiens), P51843 | HEK293 Gal4-DAX1 luciferase reporter | inhibition, % at 6.75 µM | 340,000 compounds, 0.99% hits | AID 504766, 2011;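 active = inhibition above the mean over all tested compounds plus 3 SD, cut at about 4.2% in these data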;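 note: 0% = DAX1-transfected cells with DMSO and 100% = empty-vector control cells with DMSO; inhibition shows as a rise in luminescence from relieved DAX1 repression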
# Target sequence (P51843 207-470 limits assumed): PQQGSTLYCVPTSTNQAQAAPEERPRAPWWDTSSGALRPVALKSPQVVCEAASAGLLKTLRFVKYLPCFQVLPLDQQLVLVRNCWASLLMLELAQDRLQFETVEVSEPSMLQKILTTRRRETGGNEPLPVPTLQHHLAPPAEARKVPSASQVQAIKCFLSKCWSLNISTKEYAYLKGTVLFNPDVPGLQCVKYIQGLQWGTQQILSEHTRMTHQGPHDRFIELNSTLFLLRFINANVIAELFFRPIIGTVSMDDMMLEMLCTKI
# PLCb3 inh = human PLC-beta3 inhibitors, primary screen, biochemical, fluorescence. 1-phosphatidylinositol 4,5-bisphosphate phosphodiesterase beta-3 (Homo sapiens), Q01970. Purified PLC-beta3, fluorogenic substrate. inhibition, % at 12.2 µM. 370,000 compounds, 0.18% hits. AID 720704, 2013; in the data active = inhibition above about 11%;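 note: 0% = median of compound wells on plate and 100% = full blocker control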
# ADAM17 inh = ADAM17 inhibitors, primary screen, biochemical, QFRET | AID 720648, 2013 | recombinant ADAM17, EDANS/DABCYL FRET peptide cleavage | Disintegrin and metalloproteinase domain-containing protein 17 (Homo sapiens), P78536 | inhibition, % at 6.95 µM | 370,000 compounds, 0.83% hits;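 active = inhibition above the mean of compounds lying between control limits plus 3 SD, set per campaign, cut at about 8.5% in these data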;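 note: 0% = DMSO-only wells as the low control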
# hcDAF-12 act = H. contortus DAF-12 nuclear receptor activators, primary screen, cell-based, luminescence, HEK293, lit1-tk-luc reporter; HEK293 hcDAF-12 lit1-tk-luc reporter; 0% DMSO, 100% Δ7-dafachronic acid; activation, % at 6.8 µM; 370,000 compounds, 1.4% hits; AID 652067, 2013;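 active = activation above the mean of all tested compounds plus 3 SD, cut at about 5.5% in these data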;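 note: 100% = response to 3 µM Δ7-dafachronic acid high control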
# DAX1 inh-2 = DAX1 (NR0B1) inhibitors on StAR promoter, primary screen, cell-based, luminescence, SF-1 (NR5A1), full-length DAX-1 | HEK293T StAR-luciferase reporter, SF-1/DAX-1 repression relief | inhibition, % at 6.8 µM | 370,000 compounds, 1.1% hits | AID 652010, 2013;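 active = inhibition above the mean over all tested compounds plus 3 SD, cut at about 3.6% in these data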;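 note: 0% = DAX-1 cells with DMSO and 100% = cells lacking DAX-1 with DMSO; higher inhibition means more luminescence from relief of DAX-1 repression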
# HGIII-sPLA2 inh = human group III sPLA2 inhibitors, primary screen, biochemical, QFRET, BODIPY PC-A2 liposome substrate; Group 3 secretory phospholipase A2 (Homo sapiens), Q9NZ20; QFRET BODIPY PC-A2 liposome hydrolysis, fluorescence; inhibition, % at 12.2 µM; 370,000 compounds, 0.56% hits; AID 743126, 2013;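 active = inhibition above mean plus 3 SD of compounds lying within the high and low control bounds, cut at about 19% in these data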;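 note: 0% = median of test compound wells and 100% = no enzyme DMSO wells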
# Target sequence (Q9NZ20 whole entry, looked up): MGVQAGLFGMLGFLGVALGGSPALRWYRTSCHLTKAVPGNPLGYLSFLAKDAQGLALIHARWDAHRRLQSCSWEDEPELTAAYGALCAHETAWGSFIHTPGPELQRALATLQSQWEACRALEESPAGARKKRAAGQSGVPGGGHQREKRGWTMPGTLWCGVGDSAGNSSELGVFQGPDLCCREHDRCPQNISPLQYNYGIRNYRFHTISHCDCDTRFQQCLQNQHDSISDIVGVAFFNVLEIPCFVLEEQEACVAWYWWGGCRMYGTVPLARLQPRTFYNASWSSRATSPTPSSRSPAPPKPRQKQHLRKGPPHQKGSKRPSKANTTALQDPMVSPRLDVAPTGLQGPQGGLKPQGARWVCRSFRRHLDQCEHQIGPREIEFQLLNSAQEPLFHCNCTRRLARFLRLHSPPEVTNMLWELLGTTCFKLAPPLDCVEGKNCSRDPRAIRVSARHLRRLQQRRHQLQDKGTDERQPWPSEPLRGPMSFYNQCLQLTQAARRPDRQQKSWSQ
# FXN GAA850 act = FXN promoter activators, primary screen, cell-based, luciferase luminescence, HEK293 lucGAA850; HEK293 lucGAA850 FXN promoter luciferase reporter, 24 h; percent of 10 µM SAHA response; activation, % at 6 µM; 360,000 compounds, 0.56% hits;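 active = activation above the average of all compounds screened plus 3 SD, cutoff fixed separately per campaign, cut at about 7.5% in these data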;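 note: 0% = DMSO wells and 100% = 10 µM SAHA wells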
# PLC-gamma1 inh = PLC-gamma1 enzyme inhibitors, primary screen, biochemical, fluorescence, purified enzyme; 370,000 compounds, 0.84% hits; inhibition, % at 12.2 µM; fluorogenic substrate; 1-phosphatidylinositol 4,5-bisphosphate phosphodiesterase gamma-1 (Homo sapiens), P19174; in the data active = inhibition above about 9.5%
# ADAM10 inh = human ADAM10 inhibitors, primary screen, biochemical, QFRET, HTS. Disintegrin and metalloproteinase domain-containing protein 10 (Homo sapiens), O14672. recombinant ADAM10, EDANS/DABCYL FRET peptide cleavage, 3 h. inhibition, % at 7 µM. 370,000 compounds, 0.62% hits;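 active = inhibition above a per-campaign cutoff equal to the mean of compounds falling between control-based bounds plus 3 SD, cut at about 20% in these data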;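 note: 0% = DMSO wells while the 100% control is not disclosed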
# hgDAF-12 ag = H. glycines DAF-12 receptor agonists, primary screen, cell-based, luminescence, HEK293, GAL4 fusion, UAS-luciferase; Nuclear hormone receptor DAF-12 (Heterodera glycines), GAL4 fusion; HEK293 GAL4-hgDAF12 UAS-luciferase reporter, agonist luminescence; normalized to butyrate control; activation, % at 6.8 µM; 370,000 compounds, 1.8% hits;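 active = activation above a cutoff set at the mean of all screened compounds plus 3 SD, cut at about 10% in these data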;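 note: 0% = DMSO wells and 100% = sodium butyrate wells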
# Numbers without * were called inactive; nt = not tested or not shown. This is a random part of the collection; about 6.9% have a hit in one of these screens.
SMILES,ssDAF12 agonist,DAX1 inh-1,PLCb3 inh,ADAM17 inh,hcDAF-12 act,DAX1 inh-2,HGIII-sPLA2 inh,FXN GAA850 act,PLC-gamma1 inh,ADAM10 inh,hgDAF-12 ag
C=C(C)c1cccc(C(C)(C)NC(=O)N2CCN(C)CC2)c1,-0.9,0.6,-1,-5,-0.9,-0.2,3,-0.1,2,1,-1.1
O=C(O)c1ccc(N(Cc2ccccc2)S(=O)(=O)c2ccccc2)cc1,-1.0,0.5,2,-1,-0.2,0.5,1,1.1,-2,-5,-1.2
O=C(Nc1ccc(Cl)cc1)OC1CCC12CCC(c1ccccc1)CC2 (configuration not stated),-1.9,nt,2,3,-2.4,-1.7,-5,nt,0,10,0.4
CN(Cc1cnn(C)c1)C(=O)C1CCC(=O)N(Cc2cccc(F)c2)C1 (configuration not stated),-1.1,-0.5,-9,1,-0.1,2.1,7,1.3,7,-11,-1.9
CC(=O)Nc1ccc(S(=O)(=O)Nc2ccccc2C(=O)N2CCCC2)cc1,-1.3,-0.2,0,1,-2.6,0.0,2,-0.9,4,-2,-1.0
O=C(CSc1ccc2ccccc2c1)NC1CCCc2ccccc21 (configuration not stated),-1.1,0.4,-4,0,-1.6,-0.2,-2,1.8,-2,0,0.4
CCC(=O)c1ccc(OCC(=O)OCC(=O)NCC2CCCO2)cc1 (configuration not stated),-0.8,-0.8,-6,-3,0.8,-0.1,0,1.8,1,1,0.5
Cn1c(=O)c2c(SCc3cccnc3)nc(CC(C)(C)C)nc2n(C)c1=O,-0.4,0.0,3,0,-0.7,0.1,-4,0.1,0,-6,3.2
CC(=O)Nc1ccc(S(=O)(=O)NC2C3(C)CCC(C3)C2(C)C)cc1 (configuration not stated),-1.1,3.0,-5,4,-2.4,0.2,-7,1.6,-1,3,1.9
CC(=O)CCc1c(C)c2cccc(C)c2[nH]c1=O,-1.4,-0.8,-4,-5,-0.6,0.0,-8,0.8,-3,-17,1.4
CCC(=O)Nc1ccc(C(=O)CSc2nnc(-c3ccccc3F)n2C2CC2)cc1,-1.1,-0.6,-5,-3,-1.2,-0.2,-31,2.4,-4,-4,0.6
O=C(NCc1ccco1)c1ccc(Br)c(S(=O)(=O)N2CCCCC2)c1,-0.7,-2.1,9,13*,-3.3,-1.2,-24,0.1,11*,8,-0.2
NC(=O)C1(N2CCCCC2)CCN(C(=S)NCCc2ccccc2)CC1,0.0,0.0,4,-1,-1.4,0.2,12,1.4,-4,2,1.4
COc1ccccc1/C=C/C(=O)/C=C/c1ccccc1O,-1.8,-3.8,-24,3,-1.8,-1.6,-2,0.0,-11,13,-10
Cc1nccn1CCCNC(=O)CC1C(=O)NCCN1Cc1ccc(Cl)c(F)c1 (configuration not stated),-0.6,-0.7,-8,-6,0.5,-0.1,-1,0.7,-6,-5,2.3
COCc1nnc(NC(=O)c2cc3ccccc3o2)s1,-0.9,0.4,-34,-2,1.5,0.9,9,4.6,-13,3,4.0
COc1ccc(CCNC(=O)c2ccc(NC3=NC4CS(=O)(=O)CC4S3)cc2)cc1OC (configuration not stated),-1.3,0.5,3,0,-1.4,0.0,-1,0.5,3,0,-1.0
Cc1nn(C)c(Oc2ccccc2)c1CCNC(=O)C(C)(C)C,-1.0,2.4,8,2,-0.5,0.5,12,-0.4,11*,7,5.2
COc1cccc(N(CC(=O)NC2CCCCC2)C(=O)CCCC(=O)Nc2ccccn2)c1,-1.2,0.7,-7,-4,-0.8,-0.3,0,2.3,0,3,-0.3
Cc1cc(C)n2cc(CSc3nnc(N)s3)nc2n1,-0.7,0.9,-6,0,0.6,0.2,4,0.1,-4,-30,-0.7
CCN1/C(=C\C=C2\C(=O)N(c3ccccc3)C(=S)N2C)Sc2ccccc21,-0.9,-0.8,-3,-4,2.7,-0.6,4,0.3,0,-4,1.7
Cc1ccccc1NC(=O)C(C#N)Cc1cccnc1 (configuration not stated),-1.3,3.5,5,1,-1.6,-1.0,-6,0.4,2,1,0.8
O=C(Nc1ccc(Cl)cc1C(=O)Nc1ccc(Br)cn1)c1ccco1,-1.9,0.5,-113,-25,-1.2,-1.7,3,-1.7,-70,-49,-2.2
Cc1ccc(C)c(NC(=O)CCCCCCCCCCC2COCCO2)c1 (configuration not stated),-0.8,-0.6,-1,0,-1.4,-0.6,5,0.7,2,-5,0.8
CCOC(=O)CN/C=C(\C#N)c1ccccc1,-1.3,5.4*,-10,0,-0.8,-0.2,14,2.3,-20,-4,-3.5

# Sorted by length of the SMILES (low to high): some entries from above.
SMILES,ssDAF12 agonist,DAX1 inh-1,PLCb3 inh,ADAM17 inh,hcDAF-12 act,DAX1 inh-2,HGIII-sPLA2 inh,FXN GAA850 act,PLC-gamma1 inh,ADAM10 inh,hgDAF-12 ag
CCOC(=O)CN/C=C(\C#N)c1ccccc1,-1.3,5.4*,-10,0,-0.8,-0.2,14,2.3,-20,-4,-3.5
O=C(NCc1ccco1)c1ccc(Br)c(S(=O)(=O)N2CCCCC2)c1,-0.7,-2.1,9,13*,-3.3,-1.2,-24,0.1,11*,8,-0.2
CCN1/C(=C\C=C2\C(=O)N(c3ccccc3)C(=S)N2C)Sc2ccccc21,-0.9,-0.8,-3,-4,2.7,-0.6,4,0.3,0,-4,1.7
COc1ccc(CCNC(=O)c2ccc(NC3=NC4CS(=O)(=O)CC4S3)cc2)cc1OC (configuration not stated),-1.3,0.5,3,0,-1.4,0.0,-1,0.5,3,0,-1.0

# Remaining list, next part.
SMILES,ssDAF12 agonist,DAX1 inh-1,PLCb3 inh,ADAM17 inh,hcDAF-12 act,DAX1 inh-2,HGIII-sPLA2 inh,FXN GAA850 act,PLC-gamma1 inh,ADAM10 inh,hgDAF-12 ag
COc1ccccc1C(=O)Nc1nc2ccccc2[nH]1,-2.8,-3.8,-22,-6,-8.5,-1.8,8,-14,-7,-19,-17
Cn1nc(C2CC2)cc1NC(=O)C1(C)CCN1C(=O)c1ccccc1CCc1ccccc1 (configuration not stated),-1.2,nt,0,3,-0.2,-1.0,-4,-2.9,0,6,-2.5
O=C(NCc1cccs1)c1cc(S(=O)(=O)N2CCOCC2)c(Cl)cc1Cl,-1.2,-0.3,-6,1,-2.7,-1.4,5,-0.7,0,-6,-5.0
Cc1nc(NC(=O)CCc2ccccc2)ccc1Br,-0.3,1.8,0,-2,-1.0,-0.2,5,2.8,-1,-3,2.8
Cc1sc(-c2ccccn2)nc1OC(=O)c1ccc(F)cc1F,-1.8,-1.0,-93,0,0.5,-0.3,-2,-4.7,-75,3,-3.5
CC(=O)NC(CC(=O)N(Cc1ccccc1)c1ccc(C)cc1)c1ccccc1 (configuration not stated),-1.2,0.2,-5,-1,-0.3,-0.6,-10,0.8,1,-4,-3.0
CCN1CCN(CCOc2ccc(Br)cc2C)CC1,-1.6,-1.0,1,2,-0.6,0.1,-4,0.5,2,-2,-3.3
O=C(NCc1ccccn1)c1ccc(Cl)c(S(=O)(=O)N2CCCCC2)c1,-0.3,-0.3,1,0,-2.6,0.1,-3,-0.3,1,-8,-5.4
Cc1ccccc1Cn1c(C)c(C(=O)N(C)Cc2ccc(F)cc2)sc1=O,-1.9,nt,3,-1,1.3,-1.1,-2,-2.1,2,0,-1.0
COc1cc(C(=O)O/N=C(\N)c2cccc([N+](=O)[O-])c2)cc(OC)c1OC,-1.0,5.1*,-8,-6,-0.3,0.0,11,-0.9,3,-11,-0.4
O=c1ccc2c([nH]1)CCCCCCCCCC2,-1.7,0.2,0,-4,-1.1,-0.2,5,-0.7,1,0,2.1
C=CCN1C(=O)[C@@H](CC(=O)NCC2CCCCC2)[C@]2(C(=O)OC)CCCCC=C12,-1.6,nt,-1,3,-1.6,0.5,-7,nt,0,5,2.0
O=[N+]([O-])c1cc(-c2ncccn2)c([N+](=O)[O-])s1,-1.7,-0.5,0,3,-1.8,-0.4,-10,2.9,2,6,-3.5
O=C(CN1CCN(Cc2ccccc2)CC1)c1ccccc1,-0.8,0.0,-11,-5,1.0,-0.5,-8,-1.3,-12,-11,-1.4
COC(=O)c1scc(C)c1N1C(=O)c2ccccc2C1=O,-1.4,nt,4,-4,-0.4,-0.1,-4,1.9,1,4,-1.6
COc1ccc(OC)c(-c2nc(CN(C)C(C)c3ccncn3)c(C)o2)c1 (configuration not stated),-0.8,-0.9,-6,-11,-1.6,-0.1,0,3.5,-4,-31,-4.4
c1ccc(CCCN2CCN(c3ccccc3)CC2)cc1,0.3,-0.2,-6,1,-0.5,0.1,-1,1.5,3,7,3.2
COC(=O)Cn1c(C(=O)N2CCCC2)cc2c1C[C@H]1CN(C(=O)c3ccccc3)[C@@](Cc3ccc(F)cc3)(C(=O)OC)[C@@H]21,-1.6,0.8,-25,-1,-2.0,-0.2,-8,-1.5,-15,-26,-1.9
CCO[C@H]1OC(C(=O)Nc2ccccc2)=C[C@@H](c2csc3ccccc23)[C@@H]1CCCO,-1.3,-0.7,4,10*,-0.5,0.2,-31,-2.0,5,13,-2.0
COc1ccc(Cl)c(NC(=O)C/C(C)=N/NC(=O)CCc2ccccc2)c1,-0.4,0.8,-6,11*,-1.5,-0.1,-20,1.8,-33,25*,-3.0
O=C(COC(=O)COc1ccccc1)Nc1cccc([N+](=O)[O-])c1,-1.2,-1.2,0,4,0.3,1.5,-12,2.3,3,4,-3.6
Cc1nc2ccc(S(=O)(=O)c3ccc4nc(C)[nH]c4c3)cc2[nH]1,-1.4,0.2,0,-2,-0.7,0.6,-2,-0.6,2,7,-3.3
C[C@H](CO)N1C[C@H](C)[C@@H](CN(C)S(=O)(=O)c2ccccc2)Oc2ccc(NC(=O)C3CCCCC3)cc2C1=O,-1.4,-0.4,6,2,-0.6,-0.1,-13,-1.8,4,2,-1.6

# Screens from PubChem BioAssay.
